Screens (PubChem BioAssay)
Eya2 phos inh – Eya2 (human) phosphatase inhibition. recombinant Eya2, OMFP fluorescence dephosphorylation (OMFP is methylfluorescein phosphate). actives 0.006% (n = 330,000). Potency, µM (series often up to 76.9 µM), for the others: top-dose activity, negative = inhibition, most hits filed as inhibitors. AID 488837. O00167; further: potency means the concentration at half of the fitted maximal effect; on the % scale 0 is the no-effect control and ±100 the full control effect
Target sequence (O00167 whole entry, looked up): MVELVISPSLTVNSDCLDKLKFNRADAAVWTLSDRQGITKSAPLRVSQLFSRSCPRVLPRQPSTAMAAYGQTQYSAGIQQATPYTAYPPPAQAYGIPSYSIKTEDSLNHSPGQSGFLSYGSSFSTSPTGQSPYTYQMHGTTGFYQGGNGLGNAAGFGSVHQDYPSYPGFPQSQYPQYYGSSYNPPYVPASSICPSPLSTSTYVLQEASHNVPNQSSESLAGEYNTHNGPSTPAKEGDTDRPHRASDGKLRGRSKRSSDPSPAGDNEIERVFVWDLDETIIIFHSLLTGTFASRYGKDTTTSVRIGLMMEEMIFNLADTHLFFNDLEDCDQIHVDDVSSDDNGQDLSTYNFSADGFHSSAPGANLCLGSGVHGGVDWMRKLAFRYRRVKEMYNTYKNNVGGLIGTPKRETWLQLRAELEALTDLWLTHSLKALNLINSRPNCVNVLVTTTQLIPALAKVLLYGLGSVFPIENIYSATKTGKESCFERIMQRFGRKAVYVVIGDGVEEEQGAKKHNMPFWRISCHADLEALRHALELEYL
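Eya2 (0.2 uM) preincubated 10 min at ambient with compound, then OMFP substrate added at 50 uM; 10 min reaction in 50 mM HEPES pH 7.5, 50 mM NaCl, 5 uM MgCl2, 0.05% BSA, 1 mM DTT. Fluorescence read at Ex 485/Em 525 nm.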
hERG WT inh – KCNH2 (human, wildtype) channel inhibition; Q12809; U2OS, BacMam KCNH2, thallium flux FluxOr; active compounds read low; activity change, % at 1.84 µM; actives 0.37% (n = 340,000);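 active means maximum activity change below -70%; inconclusive means maximum activity change between -70% and -50%; inactive means maximum activity change above -50%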; further: on the % scale 0 is the no-effect control and ±100 the full control effect
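U2OS cells transduced with wild-type KCNH2 virus are loaded with FluxOr dye for 45 min, and thallium flux is measured in kinetic reads before and after stimulation buffer. Rate constants are normalized to DMSO controls.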
A-T KAP1 phos – candidate therapy for ataxia-telangiectasia; AID 485349; […] A-T fibroblasts, KAP-1 phosphorylation AlphaLISA; neocarzinostatin DNA damage 30 min before lysis; Potency, µM (titrated, usually from 57.5 µM), for the others: at the highest dose activation, hits mostly activators; actives 0.19% (n = 320,000); further: potency means the concentration at half of the fitted maximal effect; % of control where 0% means no effect; nearly all actives have a fitted effect of over 45% in size
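hTERT-immortalized A-T patient fibroblasts ([…]), 500 cells/well in OPTI-MEM, 1% FBS, got compounds for 60 min, then NCS for 30 min at 37C. Lysates were then assayed for phospho-KAP-1 by AlphaLISA (anti-pKAP1 donor, anti-KAP1 acceptor beads), 6 hr at 25C.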
KCNH2 3.1 inh – KCNH2 3.1 (human) potassium channel inhibition; U2OS KCNH2 3.1, thallium flux FluxOr; active compounds read low; activity change, % (tested at about 1.8 µM); actives 0.95% (n = 340,000);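 active means maximum activity change below -70%; inconclusive means maximum activity change from -70% to -50%; inactive means maximum activity change above -50%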;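 further: thallium influx rate constant from kinetic fluorescence after stimulation buffer; on the % scale 0 is the no-effect control and ±100 the full control effect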
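Steps: virus added to U2OS suspension (4 h, RT, dark); medium with 10% FBS added, cells plated, 37 C overnight; FluxOr/Red40 loading buffer 45 min RT; stimulation buffer, 2 min kinetic read; rate constant normalized.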
USP2a block – USP2a (human) protease inhibition; actives 0.01% (n = 330,000); AID 463254; Potency, µM (titrated, usually from 38.3 µM), without a hit: at the highest dose activity change, negative = inhibition, usual class: inhibitors; USP2 core, Ub-CHOP2 coupled fluorogenic reporter, 485/531;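 further: potency means the concentration at half of the fitted maximal effect; plate controls were DMSO wells for no effect and full inhibition by NEM control for full effect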
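Deubiquitinase activity read as fluorescence (485/531 nm) after Ub-CHOP2 cleavage activates the enterokinase reporter on its substrate; USP2 core 10nM, Ub-CHOP2 and substrate 25nM each, 30min compound preincubation then 60min RT; data normalized to NEM, curves fitted.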
Mito fusion act – blocks mitochondrial division or promotes mitochondrial fusion. S. cerevisiae fusion-defective mutant growth rescue, CellTiterGlo 48 h. Potency, µM (doses to about 46.1 µM), for the others: at the highest dose growth rescue (activation), most hits filed as activators. actives 0.23% (n = 320,000). AID 485298;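 further: potency means the concentration at half of the fitted maximal effect; % of control where 0% means no effect; nearly all actives have a fitted effect of over 45% in size; temperature-sensitive fusion mutants such as fzo1-1 at 37 °C on non-fermentable ethanol glycerol medium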
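Read-out: ATP-based luminescence (CellTiterGlo, 10 min ambient) reporting growth of fusion-defective ts yeast after 48 hours at 37C on glycerol/ethanol YPEG medium in the presence of compound.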
TCR act – activators of T cell receptors; 330,000 tested, under 10 active; primary human leukocytes, anti-CD3, IL-2 HTRF, 48 h; Potency, µM (doses to about 9.22 µM), for inactives: top-dose activation of IL-2 secretion, most hits filed as activators; further: % of control where 0% means no effect
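Primary human leukocytes receive a-CD3 beads and test compound and are incubated 48 hr. Secreted IL-2 is then assayed by HTRF, measuring 665nm acceptor emission after 320nm excitation of the europium donor.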
ELG1 DNA repair – blocks ELG1-dependent DNA repair in HEK293T cells | HEK293T ELG1-luciferase reporter, luminescence, 16 h; DNA damage induced by 5-fluorouridine | Potency, µM (highest dose often 46.1 µM), inactives show at the top dose activity change, negative = inhibition, hits mostly inhibitors | actives 2.3% (n = 330,000); further: potency means the concentration at half of the fitted maximal effect; on the % scale 0 is the no-effect control and ±100 the full control effect; nearly all actives have a fitted effect of over 55% in size
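Quantitative HTS, concentration-response format. 2,000 cells/well co-treated with 5-fluorouridine and compound, 16 hr in 5% CO2 at 37 °C; ONE-Glo luminescence read after 30 min.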
TSHR antag – human thyrotropin receptor antagonism. TSHR-expressing cells, TSH-stimulated cAMP HTRF, 2 h; active compounds read low. activity change, negative = inhibition, % at 11.5 µM. actives 0.2% (n = 330,000);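 active means activity change below a set negative limit, meaning inhibition stronger than a set level, cut at about -70% in these data; inconclusive means activity change between two set negative limits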; further: on the % scale 0 is the no-effect control and ±100 the full control effect
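Antagonism was scored as loss of TSH-driven cAMP in TSHR cells, stimulated with 4nM TSH (EC80) for 2 hours at 37 deg C and detected by homogeneous HTRF competition immunoassay.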
TRPV1 ag – activates the human vanilloid receptor TRPV1; Q8NER1; activation, % at 8.33 µM; actives 0.19% (n = 320,000); TRPV1-expressing cells, Fluo-8 calcium influx, agonist mode; in the data active means activation above about 80%; inconclusive means between about 30% and that limit; further: 0% is about no effect
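TRPV1-expressing cells were cultured overnight at 35.5C and loaded with Fluo-8 calcium dye for 40 to 90 min at room temperature. After a 10 s baseline, compound was added and calcium influx was read kinetically for 3 min (ex 480/em 520 nm).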
An asterisk follows results filed as active; u = inconclusive; x = not tested or not shown; & = joins results of further samples; [ ] = dose if it differs, or a comment. Unless noted, the call rests on the fitted dose curve; in most records, active means well fitted curve in the direction sought with a large enough effect; inconclusive means small, poorly fitted or top-dose-only effect, or another doubt; inactive means no such curve, though single readings can be large; an effect the other way counts as inactive or inconclusive. These rows are one share of the data. The share of hits here may be higher or lower than overall.

SMILES | Eya2 phos inh | hERG WT inh | A-T KAP1 phos | KCNH2 3.1 inh | USP2a block | Mito fusion act | TCR act | ELG1 DNA repair | TSHR antag | TRPV1 ag
Cc1ccc(-c2nnn(CC(=O)NC3CCN(Cc4ccccc4)CC3)n2)cc1 | -2% | 12 | -13% | -46 | 0% | 0% | 3%[46.1 µM] | -6% | 12 | 3
CC(NC(=O)NNC(=O)c1ccncc1)(C(F)(F)F)C(F)(F)F | -1% | -3 | -3% | -5 | 3% | -3% | 1% | 8% | -2 | 26
CCC(C)NC(=O)COc1ccccc1[N+](=O)[O-] (centres undefined) | 3% | 13 | -3% | -9 | 3% | 5% | -3%[46.1 µM] | 29% | 22 | 1
CCOC(=O)N1CCN(c2nc(-c3ccccc3)c3ccccc3n2)CC1 | -26% | 8 | -3% | -11 | -3% | 21% | 4% | -9% | 0 | -5
Cc1ccc(-c2cnco2)cc1 | -11% | -1 | -4% | -3 | 3% | 0% | -4% | 9% | 2 | 0
CCN(CC)CCn1c(NCc2cccc(OC)c2)nc2ccccc21 | 31% | 9 | x | -24 | 1% | -6% | -1% | 2% | 2 | 13
COc1cc(/C=C2/C(=N)N3OC(C)=CC3=NC2=O)ccc1OCCOc1ccc(C)cc1 | -15% | 4 | 4% | 10 | 2% | -1% | -4% | 0% | 4 | x
COc1ccc(C(CNC(=O)c2ccc(S(=O)(=O)N(C)C)cc2)N(C)C)cc1 (centres undefined) | 3% | 5 | 2% | -9 | 2% | 0% | 3% | 5% | 4 | -1
CC(=O)Nc1ccc2c(COC(=O)[C@H](C)N3C(=O)C4CCCCC4C3=O)cc(=O)oc2c1 (some centres undefined) | 11% | 1 | 0% | -7 | 0% | -1% | -5% | u | -3 | u
CCN(CC)S(=O)(=O)c1cc(C(=O)Nc2ccccc2[N+](=O)[O-])ccc1Cl | -2% | -44 | 6% | 14 | 3% | 0% | -4% | u | -24 | 2
CCC1(c2ccccc2)NC(=O)N(CC(=O)NC2(C#N)CCCCC2)C1=O (centres undefined) | 16% | -1 | x | 5 | 0% | 5% | -4% | u | 35 | -1
O=C(NCCOC(=O)c1c(F)cccc1Cl)c1c(F)cccc1Cl | -3% | -8 | -2% | -1 | 2% | 4% | 5% | u | -1 | 10
Cc1oc(-c2ccccc2F)nc1CS(=O)(=O)CC(=O)N1CCN(Cc2ccccc2)CC1 | -8% | -5 | 10% | 6 | 1% | 0% | 0%[46.1 µM] | u | -5 | 2
COc1ccc(C(=O)OCC#CCSc2nnc(-c3cccc4ccccc34)o2)cc1 | 1%&-6% | x | 15%&0% | x | 2%&2% | -11% | 18% | 13% | 38&5 | x
O=C(CN1CCN(S(=O)(=O)c2ccccc2[N+](=O)[O-])CC1)Nc1ccc(N2CCOCC2)cc1 | -11% | 6 | -17% | 1 | 9% | -2% | -2% | u | -2 | 5
Cc1cnc(C(=O)OCC(=O)Nc2sc3c(c2C(N)=O)CCCC3)cn1 | 12% | -13 | 2% | -5 | -1% | -3% | 7% | 10% | -1 | 1
c1ccc(-n2cc(CNCCc3cscn3)c(-c3ccc4c(c3)OCO4)n2)cc1 | -2% | 56 | -6%[11.5 µM] | -32 | 0% | -3% | -3% | -15% | -5 | u
Cc1cc(C)n(-c2ccc(N3CCOCC3)nn2)n1 | 3% | -5 | 9% | -3 | 4% | -1% | 3% | u | 11 | -1
O=C(c1ccc2c3c(cccc13)CC2)C1CCCN(C(=O)c2ccc[n+]([O-])c2)C1 (centres undefined) | -25% | -17 | 67% | 4 | 9% | -7% | 3% | 2% | 5 | -4
O=C(CSc1nnc2c(n1)[nH]c1ccccc12)Nc1ccc(S(=O)(=O)Nc2ncccn2)cc1 | 10% | x | -1% | -9 | -3% | -9% | -6% | 13% | 18 | 1
COc1ccc(S(=O)(=O)Nc2cccc3c2O[C@@H](CN(C)CC2CC2)[C@@H](C)CN([C@@H](C)CO)C3=O)cc1 | -36% | 0 | 3% | -11 | 1% | x | -6% | 14% | 1 | x
COc1ccc2c(c1)cc1n2CCN2CCCN=C12 | -7% | 2 | -4% | 0 | 2% | 2% | -4% | -6% | 11 | 0
CNC(=O)c1c[nH]n2c(=O)c(Cc3ccccc3F)c(C)nc12 | 19% | -3 | 5% | 5 | 1% | 0% | 3% | u | -4 | x
CN=C1S/C(=C\c2ccc(N3CCOCC3)c(F)c2)C(=O)N1C | 7% | -1 | 0% | 2 | 0% | -4% | x | -8% | 0 | -4
CC(=O)c1ccccc1Oc1nc(CN2CCOCC2)nc2scc(-c3cccs3)c12 | 7% | -2 | -2% | -5 | -5% | 14% | 0% | u | 16 | -1

Continued; it opens with the four that closed the last part.
SMILES | Eya2 phos inh | hERG WT inh | A-T KAP1 phos | KCNH2 3.1 inh | USP2a block | Mito fusion act | TCR act | ELG1 DNA repair | TSHR antag | TRPV1 ag
COc1ccc2c(c1)cc1n2CCN2CCCN=C12 | -7% | 2 | -4% | 0 | 2% | 2% | -4% | -6% | 11 | 0
CNC(=O)c1c[nH]n2c(=O)c(Cc3ccccc3F)c(C)nc12 | 19% | -3 | 5% | 5 | 1% | 0% | 3% | u | -4 | x
CN=C1S/C(=C\c2ccc(N3CCOCC3)c(F)c2)C(=O)N1C | 7% | -1 | 0% | 2 | 0% | -4% | x | -8% | 0 | -4
CC(=O)c1ccccc1Oc1nc(CN2CCOCC2)nc2scc(-c3cccs3)c12 | 7% | -2 | -2% | -5 | -5% | 14% | 0% | u | 16 | -1
Cc1nc2scc(C)n2c(=O)c1S(=O)(=O)NC(C)c1ccccc1 (centres undefined) | 5% | -12 | 5% | 10 | 6% | 1% | 2% | 13% | 1 | 5
Cc1ccc(CNS(=O)(=O)c2ccc3oc(C(=O)O)c(C)c3c2)cc1 | 2% | -7 | -15% | 10 | 1% | 0% | 13% | 15% | 9 | -3
CCOC(=O)Nc1ccc2c(COC(=O)CNS(=O)(=O)c3ccc(NC(C)=O)cc3)cc(=O)oc2c1 | 2% | 23 | 1% | x | -2% | -3% | 9% | u | 0 | -6
O=c1c2c3c(sc2n2cnnc2n1CCc1ccccc1)CCCC3 | 3% | -18 | -3% | 8 | 2% | u | x | u | 10 | 23
CCS(=O)(=O)c1ccc2c(c1)N(S(=O)(=O)c1ccc(Cl)cc1)CC(C(=O)O)O2 (centres undefined) | -4% | -4 | 3% | 17 | 0% | -9% | 1% | 2% | 1 | -4
CC(=O)Nc1ccc(NC(=O)CSc2nc3[nH]ncc3c(=O)n2-c2ccccc2)cc1 | -2% | 3 | 1% | 15 | 1% | 1% | -1% | 10% | -4 | 3
O=C1NC(=O)/C(=C/c2ccc(OS(=O)(=O)c3ccc(F)cc3F)cc2)N1 | 10% | -16 | 5% | -6 | 2% | -10% | -3% | u | -14 | -1
CCCN(C(=O)c1cnccn1)c1c(N)n(Cc2ccccc2)c(=O)[nH]c1=O | -3% | -15 | 0% | 18 | -1% | -1% | 1% | 10% | 0 | 2
NC(=O)C1(c2ccccc2)CCOCC1 | 12% | 0 | 5% | 2 | 3% | -4% | -16% | -4% | -1 | -4
COC(=O)C(Cc1ccc(OC(=O)c2ccc(C)cc2)cc1)N1Cc2ccccc2C1=O (centres undefined) | -19% | 3 | 10% | -23 | 2% | 17% | 0% | u | -8 | -4
CC(=O)Nc1c(C)ccc(CNC(=O)COc2cc(C)ccc2C)c1C | 9% | 2 | 1% | 5 | 0% | -3% | -14%[46.1 µM] | -20% | 2 | -4
CC(C)CCn1c(SCC(=O)NC2CCS(=O)(=O)C2)nc2cc(Cl)ccc2c1=O (centres undefined) | -5% | 2 | 4% | -9 | 2% | -1% | 6% | u | -5 | u
Cc1ccc(-c2c(C)n([O-])c3c([n+]2=O)CCCCC3)o1 | -10% | -3 | -10% | 0 | -1% | 11% | x | 9% | -4 | 1
CCOC(=O)c1c(C)n(C)c2ccc(OC)c(NC(=O)CCN3CCSCC3)c12 | 28% | -13 | -1% | -20 | 3% | 2% | 1% | -11% | 9 | 0
CCc1nnc(NC(=O)CSc2nnc3c(C)cc4c(C)ccc(C)c4n23)s1 | -3% | 1 | -3% | 2 | -1% | -9% | 0%[46.1 µM] | -7% | 10 | 1

A different layout for part of the listing above.
canonical_smiles,Eya2 phos inh,hERG WT inh,A-T KAP1 phos,KCNH2 3.1 inh,USP2a block,Mito fusion act,TCR act,ELG1 DNA repair,TSHR antag,TRPV1 ag
COC(=O)C(Cc1ccc(OC(=O)c2ccc(C)cc2)cc1)N1Cc2ccccc2C1=O (centres undefined),-19%,3,10%,-23,2%,17%,0%,u,-8,-4
CC(=O)Nc1c(C)ccc(CNC(=O)COc2cc(C)ccc2C)c1C,9%,2,1%,5,0%,-3%,-14%[46.1 µM],-20%,2,-4
